Screening results (PubChem)
NOD2 inhibition: NOD2 signaling inhibitors, cell-based, luminescence, uHTS, HEK293 (AID 1566); HEK293 NOD2/NF-kB luciferase reporter, luminescence; higher % means a stronger effect; inhibition, % at 4 µM; hits with a dose series show EC50 in µM; 290,000 tested, 0.63% active; in the data active = inhibition above about 50%; also: many of its hits are not listed in these tables
MT stabilizer: microtubule stabilizers in HeLa cells | % tubulin-high responders, % at 10 µM | HeLa tubulin immunostaining HCS, 24 h; share of cells brighter than vehicle mean+2SD | 200,000 tested, 0.83% active;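 active = plate Z-score above 3 for both tubulin-high and condensed-nucleus cell shares, with cell loss under 80%, at 10 µM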;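 also: anti alpha tubulin signal scored within the nucleus-defined area of each cell; some results filed as inactive read as strong as hits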
Hep lipid drop: hepatic lipid droplet formation modulation; inhibition, % at 6.5 µM; AID 1656; 240,000 tested, 0.4% active; AML12 mouse hepatocytes, oleate lipid droplets, BODIPY imaging;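 active = lipid droplet intensity inhibited by at least 50%, with more than 500 cells counted; inconclusive = wells with under 300 cells, treated as cytotoxic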
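System: AML12 hepatocytes (mouse). Probe or stimulus: oleic acid at 100 µM to induce lipid droplet formation. Times: overnight treatment with compound plus oleate. Detection: Image-based BODIPY and DAPI two-channel analysis. Evaluation: percent inhibition of filter-corrected integrated lipid droplet intensity per well.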
WT yeast gro inh: growth inhibition of WT yeast, mitochondrial fusion screen | mitochondrial fusion phenotypic screen, WT strain | inhibition, % at 10 µM | 190,000 tested, 2.1% active | AID 1362; in the data active = inhibition above about 58%; tested in S. cerevisiae
Insulin prom up: MIN6 insulin promoter up-regulation | MIN6 insulin promoter-GFP reporter, high-content imaging; hits give high values | z-score at 5 µM | 190,000 tested, 0.3% active | AID 1625;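 active = z-score above 3 at 5 µM with at least 500 cells counted in the well; inconclusive = wells under 500 cells, flagged as cytotoxic or low count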
Autophagy HCS: autophagy modulation, high-content screen; MEF GFP-LC3 puncta imaging; test concentration mostly 10 µM; calls only at 10 µM (by protocol); 190,000 tested, 0.98% active; AID 463193;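 active = percentage of spot-positive cells more than 3 SD above its plate mean, without a fluorescence outlier flag or 80% toxicity; inconclusive = no clear call, values can overlap the other calls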;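 also: spot-positive cell cutoff set from DMSO-treated cells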
bCat nuc transl: alters nuclear translocation of beta-catenin in HeLa cells. immunofluorescence imaging. nuclear translocation activity, % at 5 µM. 190,000 tested, 0.3% active. AID 1665;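 active = nuclear translocation activity above 50% at 5 µM, with a well cell count of 50 or more; inconclusive = wells under 50 cells across six images, flagged as toxic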;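 also: per-cell ratio of nuclear to cytoplasmic median beta-catenin stain intensity; plate controls were DMSO negative control for no effect and GSK-3 inhibitor IX positive control for full effect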
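assay system = human HeLa cells, endogenous beta-catenin | times = compound treatment 24 h, 37°C, 5% CO2 | detection = Anti-beta-catenin immunofluorescence on PFA-fixed, Triton-permeabilized cells, DAPI nuclei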
Yfh1-off respiration: enhancers of respiration in Yfh1-depleted yeast, dose response, Friedreich's ataxia, plus single-dose screen (AID 1465); S. cerevisiae Yfh1-off respiration, WST-1 reduction, 72 h; higher fold induction means a stronger effect; fold induction at 50 µM, or EC50 in µM where a hit was titrated; 220,000 tested, 0.074% active;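 active = fold induction of absorbance versus untreated yeast above a set limit, then at least 30% activation at any dose in follow-up; inconclusive = repeats straddling the limit, or above it without dose testing; inactive = fold induction below the set limit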;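 also: activators that raise dye reduction in frataxin-depleted yeast; strong numbers were not always called active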
Dynein cargo inh: blocks dynein driven cargo transport along microtubules | 220,000 tested, 0.47% active | z-score, hits read low | 3617.4 mouse cells, GR-EGFP nuclear translocation imaging; test concentration mostly 20 µM; stimulated with dexamethasone, 1 µM; hits give low values | AID 1381;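 active = plate z-score of nuclear minus cytoplasmic receptor signal below a set negative limit, without overly bright fluorescence or cell loss, cut at about -3.5 in these data, passing the limit was not always enough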;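 also: z-score of nuclear minus cytoplasmic ring GR-EGFP intensity difference per well; some compounds called inactive have numbers as strong as hits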
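Also added: dexamethasone, 1.0 µM final. Medium: tet-free, stripped-serum medium. Detection: fixed, Hoechst-stained cells imaged at 10x for EGFP. Read-out: nuclear-to-cytoplasmic GR-EGFP distribution per well. Times: induction 48 h, compound 1 h, agonist 30 min.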
WT yeast gro inh mutant strain: also measured in WT yeast gro inh; calls as there; inhibition, %; mitochondrial fusion phenotypic screen, mutant strain inhibition
Dynein cargo inh cytoplasmic EGFP: second read-out of Dynein cargo inh, no call of its own (marks repeat the call); z-score; measured here: cytoplasmic GR-EGFP intensity; hits give high values
Dynein cargo inh nuclear GR-EGFP: second read-out of Dynein cargo inh, no call of its own (marks repeat the call); z-score; measured here: nuclear GR-EGFP intensity;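 lower value marks the stronger effect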
Dynein cargo inh cell count: further read-out of Dynein cargo inh, marked with its call; z-score; measured here: cell count per field
Insulin prom up cell count: further read-out of Insulin prom up, marked with its call; cell count; measured here: cytotoxicity, nuclei count;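 total cells summed across four imaged fields per well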
Hep lipid drop cells 6.5 µM: also measured in Hep lipid drop; calls as there; cell count; measured here: cell count, cytotoxicity flag;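 cells counted across two imaged fields per well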
bCat nuc transl cell count 5 µM: further read-out of bCat nuc transl, marked with its call; cell count; measured here: cell count, cytotoxicity flag
MT stabilizer Hoechst-high %: recorded beside MT stabilizer, whose call it bears; % Hoechst-high responders; measured here: nuclear condensation Hoechst responders;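 share of cells brighter than vehicle mean plus two SD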
MT stabilizer cytotoxicity %: further read-out of MT stabilizer, marked with its call; toxicity, %; measured here: cytotoxicity by cell density;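 0% = mean cell density of plate MIN control wells and 100% = no cells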
Autophagy HCS cell loss 18 h: also measured in Autophagy HCS; calls as there; toxicity, %; measured here: cell loss, nuclei count;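 cell loss after 18 h compound exposure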
Numbers without * were called inactive; i = inactive; ? = inconclusive; · = not tested or not shown. A portion of the library; rates above refer to the full screens.

no.	Structure	NOD2 inhibition	MT stabilizer	MT stabilizer Hoechst-high %	MT stabilizer cytotoxicity %	Hep lipid drop	Hep lipid drop cells 6.5 µM	WT yeast gro inh	WT yeast gro inh mutant strain	Insulin prom up	Insulin prom up cell count	Autophagy HCS	Autophagy HCS cell loss 18 h	bCat nuc transl	bCat nuc transl cell count 5 µM	Yfh1-off respiration	Dynein cargo inh	Dynein cargo inh cytoplasmic EGFP	Dynein cargo inh nuclear GR-EGFP	Dynein cargo inh cell count
1	Cc1cccc(NC(=O)c2ccc(OCC3CCCO3)cc2)c1C (stereo not drawn)	-25%	4.3	2.4	6.1	6	690	-6	8	0.07	1311	i	0	·	·	i	-0.81	-0.0043	-0.71	0.31
2	COC(=O)c1ccc(NCC(=O)Nc2cc(C)cc(C)c2)cc1	-2%	·	·	·	-8	716	·	·	-0.2	1013	·	·	-0.5	1292	·	0.45	-0.23	0.75	-0.49
3	CCc1ccc(Nc2ncnc3nc[nH]c23)cc1	-56%	·	·	·	-1	700	·	·	-0.83	990	·	·	0.8	1269	·	0.18	-0.25	0.62	-0.25
4	Cc1cc(/C=N/n2c(COc3ccccc3)nc3ccccc3c2=O)c(O)c([N+](=O)[O-])c1	10%	3.6	2.3	6.5	-12	535	-6	9	·	·	i	17	-0.1	907	i	0.28	-0.27	-0.027	-0.32
5	c1ccc(CSc2ncn(-c3ccccc3)n2)cc1	-113%	2.2	2.3	7.7	·	·	54	32	·	·	i	-17	-4.0	994	i	-0.57	-0.24	-0.19	0.5
6	Cc1cccc(N2C(=O)C(CC(=O)Nc3cccc(F)c3)N(CCc3ccncc3)C2=O)c1 (stereo not drawn)	8%	4.7	1.6	2.6	-11	678	-4	-14	-1.3	1185	i	-1	-1.1	1030	i	-0.91	-0.34	-0.83	-0.42
7	O=C(CSc1cccc2cccnc12)NCc1ccco1	-2%	4.0	3.0	14	·	·	-1	2	0.7	1557	i	15	-0.9	1440	·	-0.14	-0.28	0.13	0.3
8	FC(F)(F)c1nc2ccccc2n2c(-c3ccc(Cl)cc3)nnc12	-16%	23	1.1	24	·	·	-11	-11	·	·	i	-12	·	·	i	-0.57	-0.22	-0.4	0.31
9	Cc1c(NC(=O)CSc2nc(-c3ccco3)cc(C(F)(F)F)n2)c(=O)n(-c2ccccc2)n1C	3%	3.7	2.2	2.7	25	756	-29	-14	-0.24	1290	i	28	0.4	1038	i	-0.44	-0.26	-0.32	0.54
10	COC(=O)C1C(O)C(C)C(O)C(C)(O)/C=C\C=C(/C)C(=O)Nc2c(C)c(OC(C)=O)c3c(c2O)C(=O)C(C)=C2OCOC(=C23)/C(C)=C/C(C)(O)C(O)C(C)C1O (stereo not drawn)	23%	·	·	·	33	741	·	·	·	·	·	·	1.5	1321	?	0.64	-0.13	0.81	-0.23
11	C=C1CCN([C@H](C(=O)NCc2ccc(OC)cc2)C(C)C)S(=O)(=O)c2ccccc21	-18%	·	·	·	-11	668	·	·	2.4	766	·	·	1.7	1079	i	-0.21	-0.77	-0.0082	-0.19
12	CCOC(=O)C(=O)Nc1ccc(S(=O)(=O)Nc2ncccn2)cc1	12%	0.8	1.1	7.7	-6	754	17	5	·	·	i	2	·	·	i	0.03	-0.12	-0.19	-0.36
13	NC(=O)CSc1nnc(COc2ccccc2)n1Cc1ccco1	-23%	2.7	2.4	4.6	-8	664	-22	3	·	·	i	-5	1.0	1592	i	-1.1	-0.18	-0.68	0.51
14	COc1ccc(C2SCC(C(=O)O)N2C(C)=O)cc1OC (stereo not drawn)	2%	1.0	2.8	8.5	·	·	3	5	0.14	902	·	·	·	·	i	0.51	-0.13	0.29	-0.6
15	COc1ccccc1N(CC(O)Cn1nc(C)cc1C)S(=O)(=O)c1ccccc1 (stereo not drawn)	9%	2.7	3.0	2.2	3	704	8	7	-0.09	1133	i	13	1.2	1052	i	-1.7	-0.31	-0.83	1.6
16	COc1cccc(/C=N/c2oc(-c3ccccc3)cc2C#N)c1O	-15%	2.1	1.7	2.8	6	711	6	8	0.37	1534	i	6	-1.2	996	i	-0.069	-0.21	-0.32	0.045
17	CCN=C(NCC)SC1CC(=O)N(c2ccc(OC)cc2)C1=O (stereo not drawn)	14%	2.3	2.0	9.0	7	779	8	21	-0.5	931	i	-1	-3.1	1246	i	-0.22	0.079	-0.23	0.77
18	CCCCn1c(NCCN(C)C)nc2c1c(=O)[nH]c(=O)n2C	-12%	3.4	2.5	15	·	·	-14	-10	-0.26	1349	i	-45	0.9	1434	i	-2	-0.29	-0.79	1.9
19	Cc1nn(C2CCCCC2)c(N)c1-c1ccccc1	9%	1.6	2.4	15	·	·	8	12	0.45	1136	i	-5	-0.1	650	i	-1	-0.2	-0.37	0.62
20	O=C1C(=O)N(Cc2cccnc2)C(c2ccccn2)/C1=C(/O)c1ccc(F)cc1 (stereo not drawn)	3%	3.3	4.5	2.5	·	·	8	-26	1.6	1213	i	3	-2.3	1472	i	-0.13	-0.14	0.2	0.45
21	COc1ccc(-n2c(=O)c3c4c(sc3n3c(=S)[nH]nc23)CCCC4)cc1	16%	4.6	2.1	5.1	-5	616	12	-1	0.03	1261	i	1	-1.2	926	i	0.42	-0.24	0.29	0.37
22	CC(=O)Nc1cccc(C(=O)Oc2cccc(C)c2)c1O	8%	1.6	2.9	6.5	-9	712	5	-2	0.42	1295	i	0	·	·	i	-0.93	-0.2	-0.15	0.53
23	COCCNC(=O)NC(=O)COC(=O)Cc1ccc2c(c1)OCCO2	1%	2.6	0.2	17	-6	676	-11	-3	1.2	1785	i	-1	-0.6	1079	i	-0.38	-0.21	0.29	2.3
24	CC1CCCCN1C(=O)c1ccccc1NC(=O)c1ccco1 (stereo not drawn)	10%	2.6	1.4	9.5	1	759	11	8	0.43	1068	i	19	0.3	1166	i	-1.1	-0.25	0.23	0.7
25	O=C(N/N=C/c1ccc(-c2ccc([N+](=O)[O-])cc2)o1)c1cccnc1	3%	·	·	·	5	756	·	·	-0.31	1515	·	·	-1.2	1112	i	-1.7	-0.11	-0.88	0.51
26	Cc1ccc(Cc2nnc3n(-c4ccccc4)nc(C(=O)c4ccccc4)n3c2=O)cc1	0%	2.1	1.7	11	-39	691	17	1	·	·	i	18	0.4	1119	i	0.11	-0.22	0.41	-0.061
27	O=C(C1CC1c1ccccc1)N1CCOCC1 (stereo not drawn)	11%	1.3	3.0	16	·	·	-9	6	-0.82	919	i	20	1.2	1123	i	0.93	-0.23	0.76	0.35
28	CCCCNC(=O)C(Sc1ccccc1)c1ccccc1 (stereo not drawn)	-5%	3.4	4.0	10.0	-7	652	-9	-7	1.1	1273	i	-17	-3.6	535	i	-0.49	-0.34	-0.53	0.88

In a second layout: results already given.
(22) CC(=O)Nc1cccc(C(=O)Oc2cccc(C)c2)c1O
(23) COCCNC(=O)NC(=O)COC(=O)Cc1ccc2c(c1)OCCO2
(24) CC1CCCCN1C(=O)c1ccccc1NC(=O)c1ccco1 (stereo not drawn)
(25) O=C(N/N=C/c1ccc(-c2ccc([N+](=O)[O-])cc2)o1)c1cccnc1
(26) Cc1ccc(Cc2nnc3n(-c4ccccc4)nc(C(=O)c4ccccc4)n3c2=O)cc1
(27) O=C(C1CC1c1ccccc1)N1CCOCC1 (stereo not drawn)
(28) CCCCNC(=O)C(Sc1ccccc1)c1ccccc1 (stereo not drawn)

assay / entry,22,23,24,25,26,27,28
NOD2 inhibition,8%,1%,10%,3%,0%,11%,-5%
MT stabilizer,1.6,2.6,2.6,·,2.1,1.3,3.4
MT stabilizer Hoechst-high %,2.9,0.2,1.4,·,1.7,3.0,4.0
MT stabilizer cytotoxicity %,6.5,17,9.5,·,11,16,10.0
Hep lipid drop,-9,-6,1,5,-39,·,-7
Hep lipid drop cells 6.5 µM,712,676,759,756,691,·,652
WT yeast gro inh,5,-11,11,·,17,-9,-9
WT yeast gro inh mutant strain,-2,-3,8,·,1,6,-7
Insulin prom up,0.42,1.2,0.43,-0.31,·,-0.82,1.1
Insulin prom up cell count,1295,1785,1068,1515,·,919,1273
Autophagy HCS,i,i,i,·,i,i,i
Autophagy HCS cell loss 18 h,0,-1,19,·,18,20,-17
bCat nuc transl,·,-0.6,0.3,-1.2,0.4,1.2,-3.6
bCat nuc transl cell count 5 µM,·,1079,1166,1112,1119,1123,535
Yfh1-off respiration,i,i,i,i,i,i,i
Dynein cargo inh,-0.93,-0.38,-1.1,-1.7,0.11,0.93,-0.49
Dynein cargo inh cytoplasmic EGFP,-0.2,-0.21,-0.25,-0.11,-0.22,-0.23,-0.34
Dynein cargo inh nuclear GR-EGFP,-0.15,0.29,0.23,-0.88,0.41,0.76,-0.53
Dynein cargo inh cell count,0.53,2.3,0.7,0.51,-0.061,0.35,0.88
